Screening data: PubChem BioAssay, National Center for Advancing Translational Sciences (NCATS)
ELG1 genotoxic = induces genotoxicity in HEK293T cells with luciferase-tagged ELG1; HEK293T ELG1-luciferase reporter, luminescence, 16 h; Potency, µM (doses to about 46 µM), for the others: at the highest dose activity change, positive = activation, hits mostly activators; actives 1.3% (n = 330,000); AID 504466; note: potency is the fitted concentration of half-maximal effect; % of control where 0% means no effect; nearly all actives have a fitted effect of over 60% in size
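After overnight (16 hr) compound treatment at 37 °C, ELG1-luciferase HEK293T cells were lysed with ONE-Glo; luminescence quantified 30 min later at room temperature.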
Giardia killer = kills Giardia lamblia | actives 0.15% (n = 340,000) | Giardia lamblia trophozoite viability | activity change, % at 7.66 µM, hits read low; in the data active = activity change below about -80%; inconclusive = between about -30% and that limit;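 note: parasites exposed to compound for two days anaerobically before the ATP read; % is set by controls: 0 for no effect and ±100 for the full control effect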
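Killing of trophozoites was scored by loss of ATP luminescence after a 48 hrs anaerobic exposure to compounds at 37 deg C, using 100 cells per well.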
Tb PFK inh = T. brucei PFK enzyme inhibition; T. brucei PFK, ADP-Glo luminescence; actives 0.17% (n = 330,000); O15648; Potency, µM (doses to about 57.5 µM), for inactives: top-dose activity, negative = inhibition, actives largely listed as inhibitors;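 note: potency is the fitted concentration of half-maximal effect; 0% = uninhibited 1x PFK enzyme wells and -100% = no-enzyme wells; nearly all actives have a fitted effect of over 60% in size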
Target sequence (O15648 whole entry, looked up): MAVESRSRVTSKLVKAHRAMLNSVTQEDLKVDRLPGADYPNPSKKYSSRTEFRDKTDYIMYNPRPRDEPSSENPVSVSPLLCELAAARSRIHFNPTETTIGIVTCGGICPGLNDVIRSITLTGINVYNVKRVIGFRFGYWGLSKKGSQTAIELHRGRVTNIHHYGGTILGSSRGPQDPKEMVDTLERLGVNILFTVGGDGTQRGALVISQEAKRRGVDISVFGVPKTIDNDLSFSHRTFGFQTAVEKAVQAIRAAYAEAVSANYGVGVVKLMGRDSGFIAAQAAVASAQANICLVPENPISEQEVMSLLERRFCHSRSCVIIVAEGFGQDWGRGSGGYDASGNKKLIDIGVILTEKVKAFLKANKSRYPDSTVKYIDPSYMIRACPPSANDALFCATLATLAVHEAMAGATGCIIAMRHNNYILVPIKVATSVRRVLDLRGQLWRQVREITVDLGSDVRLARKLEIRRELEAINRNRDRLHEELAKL
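1.25 nM PFK with 0.5 mM F6P and 0.1 mM ATP in 0.1 M TEA pH 8.0, 5 mM MgCl2, incubated 45 min at room temperature; ADP measured by ADP-Glo luminescence; compounds titrated up to 57 uM.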
FBPA coupling cs = inhibits coupling enzyme system, counter-screen for aldolase hits; coupling enzyme system counterscreen, AmpLite Red fluorescence; activity change, negative = inhibition, % at 58.2 µM, hits read low; actives 0.67% (n = 290,000); in the data active = activity change below about -30%; note: % is set by controls: 0 for no effect and ±100 for the full control effect
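Final compound at 57.5 uM, incubated 10 min at RT with coupling enzyme reagent (glyceraldehyde-3-phosphate), then 20 min with substrate and AmpLite Red detection. Fluorescence read at 525/598 nm; tests interference with the coupling assay, not aldolase inhibition.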
uPA generation = inhibitors of cell surface uPA generation; cell surface uPA generation assay, qHTS; Potency, µM (doses to about 38.3 µM), without a hit: at the top dose activity change, negative = inhibition, usual class: inhibitors; actives 0.31% (n = 330,000); active = well fitted inhibition curve with a large enough effect; inconclusive = small, poorly fitted or top-dose-only effect; inactive = no such curve, though single readings can be large or run the other way; tested in mouse RAW 264.7 cells; note: potency is the fitted concentration of half-maximal effect; % is set by controls: 0 for no effect and ±100 for the full control effect; nearly all actives have a fitted effect of over 55% in size
Rab9 promoter act = Rab9 promoter activation | AID 485297 | Huh7 Rab9 promoter-luciferase reporter, luminescence, 24 h | Potency, µM (series often up to 9.22 µM), for inactives: top-dose activation, negative = inhibition, usual class: activators | actives 2.8% (n = 320,000); note: potency is the fitted concentration of half-maximal effect; % of control where 0% means no effect; nearly all actives have a fitted effect of over 60% in size
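Luciferase signal after 10 min detection reagent at ambient indicates Rab9 promoter upregulation; stably transfected Huh7 cells were treated 24 h with compound in DMSO at 37 °C, 5% CO2.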
NPC1 promoter act = activates the NPC1 promoter | Huh7 NPC1 promoter luciferase reporter, 24 h | Potency, µM (top dose mostly 9.22 µM), inactives show at the top dose activation, actives largely listed as activators | actives 2.4% (n = 320,000);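 note: potency is the fitted concentration of half-maximal effect; % of control where 0% means no effect; nearly all actives have a fitted effect of over 60% in size; reporter is driven by a mutant NPC1 promoter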
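Stable NPC1-promoter luciferase Huh7 line; cpd (DMSO) 24 h, 37 °C, 5% CO2; Amplite luciferase reagent 10 min RT; luminescence readout. qHTS format.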
RORg inh = blocks mouse ROR gamma transcriptional activity | actives 5.4% (n = 310,000) | Potency, µM (series often up to 53.6 µM), inactives show at the top dose activity change, negative = inhibition, actives largely listed as inhibitors | Drosophila S2 Gal4-RORgamma UAS-luciferase reporter, 20 h; note: potency is the fitted concentration of half-maximal effect; % is set by controls: 0 for no effect and ±100 for the full control effect; nearly all actives have a fitted effect of over 60% in size
Target sequence (P51450 whole entry, looked up, the tested form may be a part): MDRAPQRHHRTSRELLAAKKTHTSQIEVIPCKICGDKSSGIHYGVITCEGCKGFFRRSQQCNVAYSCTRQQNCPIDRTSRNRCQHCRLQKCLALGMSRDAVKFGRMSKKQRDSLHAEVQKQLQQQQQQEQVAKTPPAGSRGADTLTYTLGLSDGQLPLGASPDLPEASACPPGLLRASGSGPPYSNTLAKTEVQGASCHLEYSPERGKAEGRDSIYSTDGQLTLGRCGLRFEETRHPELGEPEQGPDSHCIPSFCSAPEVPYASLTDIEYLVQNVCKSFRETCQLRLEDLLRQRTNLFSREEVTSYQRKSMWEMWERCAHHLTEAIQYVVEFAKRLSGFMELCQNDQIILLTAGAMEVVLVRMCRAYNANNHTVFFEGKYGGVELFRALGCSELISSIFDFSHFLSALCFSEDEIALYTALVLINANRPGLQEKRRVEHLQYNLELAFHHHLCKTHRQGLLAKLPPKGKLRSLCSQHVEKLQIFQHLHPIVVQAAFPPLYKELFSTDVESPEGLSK
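Stably transfected Drosophila Schneider cells are the test system, with ROR gamma fused to Gal4 and luciferase under UAS control; luminescence is read after 20 hr of 700 uM copper sulfate induction at ambient temperature.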
FLuc modulator = inhibits or activates purified firefly luciferase, miR-21 counter-screen | purified FLuc, Km substrates, luminescence inhibition | Potency, µM (top dose mostly 57.5 µM), without a hit: top-dose activity change, negative = inhibition, usual class: inhibitors | actives 6.9% (n = 360,000) | AID 588342;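 note: potency is the fitted concentration of half-maximal effect; plate controls were vehicle for no effect and reference inhibitor for full effect; nearly all actives have a fitted effect of over 55% in size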
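Purified P. pyralis luciferase, 10 nM final, with Km-level 10 uM D-luciferin and 10 uM ATP in 50 mM Tris acetate pH 7.5, 10 mM Mg acetate, 0.01% Tween-20, 0.05% BSA; 6-point qHTS titration about 60 µM downward; luminescence read.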
Gal4-VP16 FLuc = inhibits Gal4-VP16 luciferase reporter, ROR gamma counter-screen; Drosophila S2 Gal4-VP16 UAS-luciferase, luminescence, 20 h; Potency, µM (series often up to 53.6 µM), for the others: top-dose activity, negative = inhibition, hits mostly inhibitors; actives 3.5% (n = 310,000); AID 2546;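 note: Gal4-VP16 expression switched on by copper sulfate through the metallothionein promoter; potency is the fitted concentration of half-maximal effect; % is set by controls: 0 for no effect and ±100 for the full control effect; nearly all actives have a fitted effect of over 50% in size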
KCNH2 3.1 block = blocks the human KCNH2 3.1 channel isoform; U2OS KCNH2 3.1, thallium flux FluxOr; stronger effect = lower value; activity change, % (tested at about 1.8 µM); actives 0.95% (n = 340,000);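 active = maximum activity change below -70%; inconclusive = maximum activity change from -70% to -50%; inactive = maximum activity change above -50%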;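 note: thallium influx rate constant from kinetic fluorescence after stimulation buffer; % is set by controls: 0 for no effect and ±100 for the full control effect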
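Steps: virus added to U2OS suspension (4 h, RT, dark); medium with 10% FBS added, cells plated, 37 C overnight; FluxOr/Red40 loading buffer 45 min RT; stimulation buffer, 2 min kinetic read; rate constant normalized.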
* marks the source's active call; other numbers are inactive results; ? = inconclusive; / = no result given; [ ] = dose if it differs, or a comment. Unless noted, calls come from the whole dose curve; as a rule, active = well fitted curve in the direction sought with a large enough effect; inconclusive = small, poorly fitted or top-dose-only effect, or another doubt; inactive = no such curve, though single readings can be large; an effect the other way counts as inactive or inconclusive.

cpd	mol	ELG1 genotoxic	Giardia killer	Tb PFK inh	FBPA coupling cs	uPA generation	Rab9 promoter act
1	C=CCn1c(SCC(=O)c2ccccc2)nnc1-c1ccc2c(c1)OCO2	8%	-8	-20%	-1	0%	-9%
2	O=C(COc1ccc(Cl)cc1)N1CCN(S(=O)(=O)c2ccccc2)CC1	0%	8	4%	3	/	-5%
3	Cc1nnsc1NC(=O)OCc1ccccc1Cl	-5%	3	8%	2	-3%	0%
4	CC(C)CCN(Cc1ccco1)S(=O)(=O)c1ccc(-c2ccc(=O)[nH]n2)s1	0%[9.26 µM]	8	0%	5	7%	0%
5	COc1ccc(N=C(C)C2=C(O)CSC2=O)cc1	?	17	1%	0	-17%	7%
6	O=C(NCc1ccco1)c1ccccc1F	-2%	5	-9%	0	-2%	-9%
7	COc1ccc2nc(SCCC(=O)O)cc(C)c2c1	3%	?	5%	11	0%	-2%
8	COc1cc(OC)cc(-c2nnc(SCC(=O)N3CCCc4ccccc43)o2)c1	-4%	11	2%	-2	2%	-2%

cpd	NPC1 promoter act	RORg inh	FLuc modulator	Gal4-VP16 FLuc	KCNH2 3.1 block
1	-1%	-31%	?	-6%	-1
2	2%	18%	5%	16%	-33
3	2%	15%	-7%	2%	-1
4	2%	26%	2%	-7%	-12
5	21%	39%	?	8%	-13
6	4%	42%	3%	11%	-28
7	-2%	0%	?	4%	12
8	-16%	30%	5%	2%	9

Part of the list above, as tab-separated lines:
#	smiles	ELG1 genotoxic	Giardia killer	Tb PFK inh	FBPA coupling cs	uPA generation	Rab9 promoter act	NPC1 promoter act	RORg inh	FLuc modulator	Gal4-VP16 FLuc	KCNH2 3.1 block
1	C=CCn1c(SCC(=O)c2ccccc2)nnc1-c1ccc2c(c1)OCO2	8%	-8	-20%	-1	0%	-9%	-1%	-31%	?	-6%	-1
5	COc1ccc(N=C(C)C2=C(O)CSC2=O)cc1	?	17	1%	0	-17%	7%	21%	39%	?	8%	-13
6	O=C(NCc1ccco1)c1ccccc1F	-2%	5	-9%	0	-2%	-9%	4%	42%	3%	11%	-28

The listing continues.
cpd	mol	ELG1 genotoxic	Giardia killer	Tb PFK inh	FBPA coupling cs	uPA generation	Rab9 promoter act
9	CCCCCC(=O)Nc1nc(C)c(-c2csc(Nc3cc(Cl)ccc3OC)n2)s1	-3%	-18	0%	-2	9%	2%
10	COc1ccc(NC(=O)C(=O)NCCO)cc1Cl	6%	6	1%	2	1%	-2%
11	CC(C)(C)OC(=O)[C@H](Cc1ccccc1)NC(=O)c1nc[nH]c1C(=O)N1CCN(c2ccccc2)CC1	-2%	21	2%	-2	-14%	-8%
12	O=C(Cn1cnc2ccccc2c1=O)c1c[nH]c2ccccc12	-3%	-9	0%	5	-2%	-1%
13	CCN(CC)S(=O)(=O)c1ccc2c(c1)nc(SCC(=O)NC1CC1)n2-c1ccccc1OC	-7%	3	-1%	0	-9%	-8%
14	COC(=O)c1cc(C(=O)N2CCN(c3cccc(Cl)c3)CC2)cc([N+](=O)[O-])c1	13%	-11	-11%	0	-14%	-19%
15	COc1cccc(C2C(C#N)=C(N)SC(c3ccccc3)C2[N+](=O)[O-])c1 (stereo not given)	0%	6	2%	-1	4%	-12%
16	COC(=O)C(C)(C)ONC(=O)Nc1ccccc1Br	0%	-5	1%	1	12%	-2%

cpd	NPC1 promoter act	RORg inh	FLuc modulator	Gal4-VP16 FLuc	KCNH2 3.1 block
9	-6%	-8%	4%	-1%	-15
10	-1%	-2%	-10%	0%	5
11	-1%	-12%	-3%	?	16
12	-3%	38%	5%	-1%	-4
13	1%	30%	-3%	1%	4
14	-21%	-15%	-1%	-2%	13
15	1%	-10%	2%	-35%	1
16	1%	1%	-14%	2%	4

(next part)
cpd	mol	ELG1 genotoxic	Giardia killer	Tb PFK inh	FBPA coupling cs	uPA generation	Rab9 promoter act
17	O=C1CSC(=Nc2ccc(Cl)cc2)N1Cc1ccco1	0%	-10	-6%	1	-2%	-3%
18	O=C(NCCCSc1ccccc1)c1cc(Br)ccc1O	2%	5	0%	/	4%	0%
19	N/C(Cc1ccc([N+](=O)[O-])cc1)=N\OC(=O)Cc1ccccc1	-2%	-1	-7%	3	2%	-2%
20	CC(=O)c1ccc(NC(=S)NC(=O)c2c(Cl)c(C)nn2C)cc1	-1%	-1	-1%	0	5%	-1%
21	O=C(N=C1SC2CS(=O)(=O)CC2N1c1ccc(F)cc1F)C1CC1 (stereo not given)	0%	-2	-1%	/	-3%	2%
22	O=C(O)c1cccc(N/N=C/c2cccc3ccccc23)c1	?	0	-2%	6	5%	?
23	N#C/C(=C\c1ccccc1)C(=O)OCC(=O)N1CCCC1	1%	15	-3%	0	-9%	-7%
24	O=C(NCc1ccc(F)cc1)c1cc(-c2ccco2)on1	1%	-1	-12%	3	/	14%

cpd	NPC1 promoter act	RORg inh	FLuc modulator	Gal4-VP16 FLuc	KCNH2 3.1 block
17	-5%	-8%	-2%	1%	24
18	-4%	12%	-2%	18%	4
19	1%	-7%	0%	?	-4
20	0%	?	2%	-14%	4
21	0%	?	2%	-2%	15
22	0.1µM*	-42%	0.076µM*	?	-73*
23	-3%	-19%	0%	-8%	11
24	2%	38%	1%	15%	4

(next part)
cpd	mol	ELG1 genotoxic	Giardia killer	Tb PFK inh	FBPA coupling cs	uPA generation	Rab9 promoter act
25	O=C(Cn1cncn1)N/N=C/c1cccc(Cl)c1	0%	-15	-2%	-13	-9%	-1%
26	C[C@H]1CN([C@@H](C)CO)C(=O)c2cc(NC(=O)NC3CCCCC3)ccc2O[C@H]1CN(C)C(=O)Nc1ccc(C(F)(F)F)cc1	0%	1	1%	/	0%	/
27	Cc1ccsc1/C=C1/SC(=O)N(CC(=O)N2CCCC2)C1=O	4%	10	-1%	/	-4%	19%
28	COc1ccc(S(=O)(=O)NCc2csc(-c3cccnc3)n2)cc1	-6%	20	1%	-1	5%	-3%
29	Cc1cc(C)c(S(=O)(=O)NCc2ccc3c(c2)cc(C)n3C)c(C)c1	1%	3	2%	0	-14%	-5%
30	Cc1ccc([N+](=O)[O-])cc1NC(=O)c1ccccc1	0%	-2	-9%	-1	0%	0%
31	COc1ccccc1N=Nc1c(C)noc1C	3%	-12	0%	4	2%	-1%
32	Cc1cc(C(F)(F)F)c(C#N)c(SCC(=O)NC2CC2)n1	2%	-4	-13%	2	/	4%

cpd	NPC1 promoter act	RORg inh	FLuc modulator	Gal4-VP16 FLuc	KCNH2 3.1 block
25	-2%	-7%	-2%	-4%	2
26	/	/	/	/	-5
27	18%	-16%	-12%	-13%	-17
28	0%	2%	0%	0%	-13
29	-3%	?	5%	-19%	-2
30	-1%	11%	3%	-13%	-1
31	-1%	0%	0%	-15%	-19
32	-3%	2%[10 µM]	0%	6%	4

Next part:
cpd	mol	ELG1 genotoxic	Giardia killer	Tb PFK inh	FBPA coupling cs	uPA generation	Rab9 promoter act
33	Cc1nn(-c2ccccc2)c2sc(C(=O)N(CC(=O)NC(C)(C)C)Cc3ccco3)cc12	-39%[inhibitor]	-14	-6%	1	-10%	0%
34	O=C(NC12CC3CC(CC(C3)C1)C2)c1cc(F)c(F)cc1Cl	-3%	-1	-2%	-1	-1%	-6%
35	Cn1c(=O)c2c(n(C)c1=O)=NC1(CCCCC1)ON=2	-5%	5	1%	0	1%	0%
36	Cc1ccc(-n2cc(CN(C)Cc3nccn3C)c(-c3ccc(F)cc3)n2)cc1	-8%	9	-1%	-1	3%	1%
37	CN(CCc1ccccn1)C(=O)c1cc(COc2ccc(F)cc2F)on1	-8%	5	6%	/	-17%	5%
38	Cc1nc(NC(=O)c2ccco2)sc1C(=O)O	4%	-21	1%	-1	8%	0%
39	Cc1noc(C)c1COC(=O)CCc1nc2ccccc2s1	3%	-13	4%	-2	-3%	4%
40	CC1CCN(S(=O)(=O)c2ccc(S(=O)(=O)NCc3ccccc3)cc2)CC1	-6%	5	3%	1	/	3%
41	CCN(CC)CCn1c2ccccc2c2n[nH]c(=S)nc21	3%	10	-4%	0	2%	-2%
42	Cn1c(=O)[nH]c(=O)c2c1nc(NCCc1ccccc1)n2CC(O)COc1ccccc1 (stereo not given)	-2%	-19	-1%	3	6%	0%
43	CCn1cnc2c([N+](=O)[O-])c(NS(=O)(=O)c3ccc(C)cc3)ccc21	1%	-88*	-16%	/	-7%	-14%

cpd	NPC1 promoter act	RORg inh	FLuc modulator	Gal4-VP16 FLuc	KCNH2 3.1 block
33	0%	-17%	-2%	0%[0.365 µM]	-1
34	2%	5%	3%	1%	-5
35	0%	-2%	0%	0%	5
36	-3%	7.9µM*	?	?	-20
37	-2%	42%	6%	-10%	9
38	1%	7.1µM*	11µM*	11µM*	5
39	-1%	-16%	2%	-3%	-4
40	2%	-2%	-1%	3%	-13
41	-4%	/	?	/	-44
42	4%	1%[10 µM]	3%	-1%	9
43	-1%	/	-2%	/	5
